# From PubChem BioAssay
# Mdm2-MdmX inh = inhibitors of human Mdm2-MdmX association, primary screen, cell-based, luminescence, split luciferase, SaOS-2, uHTS | AID 485346, 2010 | SaOS-2 split-luciferase Mdm2/MdmX complementation | 330,000 tested, 3% active | inhibition, % at 8 µM | Protein Mdm4 (Homo sapiens) + E3 ubiquitin-protein ligase Mdm2 (Homo sapiens), …;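 active = inhibition of at least 50% at 8 µM in the primary screen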
# UPR XBP1 act = activators of adaptive XBP1 UPR arm, primary screen, cell-based, CHO-XBP1 luciferase reporter, luminescence, uHTS. AID 463104, 2010. activation, % at 20 µM. IRE1-XBP1 UPR activation; percent of tunicamycin response, DMSO as zero. 330,000 tested, 0.33% active;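 active = versus positive control, 20 µM dose yields 30% or more activation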;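 also: 100% = tunicamycin at 10 µg/mL and 0% = DMSO only wells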
#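 Material: CHO cell line with stable XBP1 luciferase reporter; buffer or medium: F12 medium containing 10% fetal bovine serum; compound: single point, 20 µM final compound, 1% DMSO; incubation: 6 h treatment, 37 °C; measured by: glow luminescence from Steady-Glo reagent; evaluation: activation, % of tunicamycin; control set: tunicamycin high, DMSO low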
# Gli-Sufu antag = Gli-Sufu pathway antagonists, primary screen, luciferase luminescence, Sufu-KO-LIGHT cells, uHTS; Sufu-KO-LIGHT fibroblasts, Gli luciferase reporter luminescence; inhibition, % at 5 µM; 340,000 tested, 0.74% active; AID 588413, 2011;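 active = inhibition above about 55%, limit read from the data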;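 also: 0% = DMSO-treated cells and 100% = wells with medium but no cells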
# 697 NFkB inh = inhibitors of PMA/ionomycin-induced NF-kB reporter, 697 cells, primary screen, B-cell NF-kB inhibitor project, cell-based, luminescence, uHTS | 697 B-cell NF-kB luciferase reporter, 16 h | 330,000 tested, 0.33% active | AID 435022, 2010 | inhibition, % at 4 µM; in the data active = inhibition above about 35%
# CXCR6 block = CXCR6 receptor inhibitors, primary screen, cell-based, beta-arrestin, luminescence, CHO-K1 PathHunter, 1536-well | 360,000 tested, 0.36% active | inhibition, % at 20 µM; in the data active = inhibition above about 34%, passing the limit was not always enough;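 also: antagonist mode with CXCL16 agonist at 10 nM final; 0% = 10 nM CXCL16 with DMSO and 100% = unstimulated wells without agonist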
# Target sequence (O00574 whole entry, looked up): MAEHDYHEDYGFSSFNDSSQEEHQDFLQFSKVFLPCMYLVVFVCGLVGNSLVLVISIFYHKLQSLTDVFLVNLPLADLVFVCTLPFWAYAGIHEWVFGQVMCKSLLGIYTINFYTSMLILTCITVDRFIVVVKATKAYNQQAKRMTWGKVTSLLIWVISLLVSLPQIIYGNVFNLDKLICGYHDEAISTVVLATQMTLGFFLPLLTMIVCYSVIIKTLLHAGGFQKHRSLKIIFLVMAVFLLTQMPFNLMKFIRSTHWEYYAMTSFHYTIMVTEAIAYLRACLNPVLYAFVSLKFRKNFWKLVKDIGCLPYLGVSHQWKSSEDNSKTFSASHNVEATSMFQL
# EBI2 antag = EBI2 receptor antagonists, beta-arrestin recruitment, primary screen, cell-based, luminescence, 7a,25-OHC stimulation, uHTS; 7a,25-OHC stimulated; G-protein coupled receptor 183 (Homo sapiens), P32249; 360,000 tested, 0.81% active; AID 651636, 2012; inhibition, % at 5 µM; in the data active = inhibition above about 38%;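 also: enzyme fragment complementation signal reports receptor beta-arrestin coupling in cells; 0% = agonist plus DMSO wells and 100% = wells without agonist; some results beyond the cut were filed as inactive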
# Target sequence (P32249 whole entry, looked up, the tested form may be a part): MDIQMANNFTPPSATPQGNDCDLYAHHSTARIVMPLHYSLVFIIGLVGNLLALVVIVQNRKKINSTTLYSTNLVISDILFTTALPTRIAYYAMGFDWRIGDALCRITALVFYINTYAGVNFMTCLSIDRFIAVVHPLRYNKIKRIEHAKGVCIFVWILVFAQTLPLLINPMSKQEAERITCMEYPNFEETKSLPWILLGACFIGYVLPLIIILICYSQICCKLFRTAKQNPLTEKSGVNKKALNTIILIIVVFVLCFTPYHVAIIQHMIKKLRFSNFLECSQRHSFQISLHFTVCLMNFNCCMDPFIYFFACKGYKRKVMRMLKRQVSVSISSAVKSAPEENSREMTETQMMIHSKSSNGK
# UPR CHOP act = activators of apoptotic CHOP UPR arm, primary screen, cell-based, CHO-CHOP luciferase reporter, luminescence, uHTS | UPR activation; percent of tunicamycin response over DMSO baseline | activation, % at 10 µM | 330,000 tested, 0.34% active | AID 449763, 2010;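 active = at 10 µM dose, activation of 40% or more, normalized to positive control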;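 also: 100% = tunicamycin at 10 µg/mL and 0% = DMSO alone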
#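 Evaluation: % reporter activation, DMSO baseline versus tunicamycin full activation; System: CHO-CHOP luciferase reporter cell line; Input: 500 cells/well; Incubation: 6 h compound treatment, 37 °C; Measured by: Steady-Glo luciferase luminescence; Dosing: one dose, 10 µM in 0.5% DMSO; Buffer or medium: F12 medium, 10% FBS; Benchmarks: positive tunicamycin 10 µg/mL, negative DMSO alone.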
# CCR6 antag = CCR6 receptor antagonists, primary screen, cell-based, CHO-K1, luminescence, beta-arrestin, uHTS. C-C chemokine receptor type 6 (Homo sapiens), P51684. CHO-K1 CCR6 PathHunter beta-arrestin, CCL20-stimulated. inhibition, % at 20 µM. 340,000 tested, 0.49% active. AID 493098, 2011;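 active = compounds whose inhibition of the agonist-driven luminescence signal at 20 µM reaches about 50%, limit read from the data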;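 also: cells stimulated with CCL20 at 14 nM final; plate controls were DMSO with CCL20 for no effect and DMSO without agonist for full effect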
# Target sequence (P51684 whole entry, looked up): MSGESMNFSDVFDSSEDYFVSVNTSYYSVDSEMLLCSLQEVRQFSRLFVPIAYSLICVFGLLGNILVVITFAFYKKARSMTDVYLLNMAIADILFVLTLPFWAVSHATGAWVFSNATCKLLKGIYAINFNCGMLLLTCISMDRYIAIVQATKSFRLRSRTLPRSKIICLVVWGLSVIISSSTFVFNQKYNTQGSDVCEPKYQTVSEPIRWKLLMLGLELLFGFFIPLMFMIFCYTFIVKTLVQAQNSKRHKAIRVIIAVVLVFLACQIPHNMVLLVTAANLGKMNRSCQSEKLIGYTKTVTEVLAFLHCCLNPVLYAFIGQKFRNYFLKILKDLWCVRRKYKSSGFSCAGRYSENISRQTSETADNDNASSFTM
# Jurkat NFkB inh = inhibitors of induced NF-kB luciferase reporter, primary screen, TCR NF-kB activation inhibitor project, cell-based, luminescence, uHTS; Jurkat, PMA/ionomycin-induced NF-kB luciferase reporter; inhibition, % at 4 µM; 330,000 tested, 0.53% active; in the data active = inhibition above about 50%
# The depositor's hits bear a star; / = no result given. This is a subset, so the mix of outcomes need not match the whole.
SMILES,Mdm2-MdmX inh,UPR XBP1 act,Gli-Sufu antag,697 NFkB inh,CXCR6 block,EBI2 antag,UPR CHOP act,CCR6 antag,Jurkat NFkB inh
CC1CN(CCc2ccccc2)CC(C)O1 (stereo not drawn),16,-1,-3,10,8,-13,-0.9,9,2
CC1C(C)N1CC(O)Cn1ccnc1[N+](=O)[O-] (stereo not drawn),12,-2,5,12,-1,1,3.0,0,-2
COc1ccc(OCC(=O)N2CCN(C(C)C)CC2)cc1,-7,3,-2,10,-9,21,-0.6,3,2
CC/C(=N\Nc1ccccc1)c1c(O)n(-c2ccccc2)c(=O)[nH]c1=O,-5,2,4,-6,-8,7,-0.5,-1,8
CSc1nnc(OC(=O)N(C)C)n1-c1ccc(Cl)cc1,-5,2,3,9,-1,1,2.6,-9,11
Cc1c(N=Nc2c(O)[nH]c(=S)[nH]c2=O)c(=O)n(-c2ccccc2)n1C,4,0,4,4,52*,13,-0.7,44,3
CCCOc1ccc(C(=O)NC(=S)N2C[C@H]3C[C@H](C2)c2cccc(=O)n2C3)cc1,-3,-3,-9,2,-2,-3,0.0,-7,-9
CC[C@]12C=CCN3CCC4(c5cc(Br)c(OC)cc5N(C)C4[C@@](O)(C(=O)OC)[C@@H]1OC(C)=O)C32 (stereo partly drawn),-4,3,2,-5,11,-10,-0.2,1,3
CCc1ccc(N2C(=O)NC(=O)/C(=C\C=C\c3ccco3)C2=O)cc1,50,-4,7,4,34,35,167*,36,6
CCCNS(=O)(=O)c1ccc(OCC(=O)N2CCN(C)CC2)cc1,5,-2,-21,-5,-1,-13,-2.5,-34,-7
Cc1ccc(NC(=O)CN2C(=O)CN=C(c3ccccc3)c3cc(Cl)ccc32)cc1,42,-2,0,0,-6,5,0.5,9,14
O=C(C(=O)N1CCOCC1)c1cn(Cc2ccccc2)c2ccccc12,6,-2,-2,4,2,-4,2.5,14,4
[N-]=[N+]=NCCN1CCC(O)CCC1=O (stereo not drawn),9,-1,-16,7,-6,-6,-2.5,8,1
CCCCSP1(=S)NCCCN1,8,-2,2,5,0,2,-0.5,-4,10
CCOP(=O)(OCC)C(NC(=O)c1ccc(OC)cc1)C(Cl)(Cl)Cl (stereo not drawn),16,0,-3,17,-3,5,-0.3,-2,14
Cc1ccc(OCC(=O)N2CCN(Cc3ccc([N+](=O)[O-])cc3)CC2)cc1,21,-2,-6,4,-13,94*,-1.4,4,10
Cc1cc(OC(C)C(=O)NCc2cccnc2)c2c3c(c(=O)oc2c1)CCC3 (stereo not drawn),24,-1,-3,19,0,0,-0.3,3,15
C=C(C)[C@H]1CN[C@H](C(=O)O)[C@H]1CC(=O)O,-46,-5,1,-18,3,-2,0.3,-3,5
Cn1ncnc2c(=O)n(C)c(=O)nc1-2,92*,-8,94*,14,-4,17,-8.0,12,55*
CCN(CC)C(=O)Cn1cc(C=C2C(=O)N(C)C(=O)N(C)C2=O)c2ccccc21,-34,0,22,22,5,-2,1.3,2,3
CC12CCC3C(CC=C4CC(O)CCC43C)C1C/C(=C\c1cccc(F)c1)C2=O (stereo not drawn),60*,1,8,1,-1,46*,-1.7,-17,22
C=Cn1ccnc1P(=S)(c1ccc(N(C)C)cc1)c1nccn1C=C,-2,-2,-2,-11,5,5,-1.4,10,7
CCc1ccc(CNCCc2ccccc2F)cc1,15,-4,7,3,-6,-6,-0.6,17,-6
O=C1NC(=O)N(CCNc2ncc(C(F)(F)F)cc2Cl)C(=O)C1/C=N/OCc1c(F)cccc1Cl (stereo not drawn),11,0,24,3,-5,-10,-2.0,4,13
COc1ccc2[nH]c3c(c2c1)CCN[C@H]3C,9,-5,-4,13,-2,-2,-2.3,-10,-23

# More results.
SMILES,Mdm2-MdmX inh,UPR XBP1 act,Gli-Sufu antag,697 NFkB inh,CXCR6 block,EBI2 antag,UPR CHOP act,CCR6 antag,Jurkat NFkB inh
Cn1c(O)c(C=NCCCC(=O)O)c(=O)n(C)c1=O,0,-2,-1,1,-3,-2,-2.0,-7,8
CCOP(=O)(OCC)C(c1ccccc1)N(C)C=O (stereo not drawn),-2,-3,-3,4,2,10,0.4,-4,-1
COC(=O)[C@@]1(C#N)[C@@H]2C=CC(C(C)=O)=CN2[C@@H](C(N)=O)[C@@H]1c1ccc(F)cc1,16,3,11,-1,-6,-4,-0.4,9,-8
Clc1ccccc1CN1CCNCC1,13,-1,-2,-20,3,3,-0.2,-17,-23
CC(=O)Nc1ccc(C2CN(C)CC2C(=O)c2ccc(Cl)cc2)cc1 (stereo not drawn),-9,-2,17,-9,-10,11,1.4,3,4
COc1ccccc1CC1C(=O)C2CCN1CC2 (stereo not drawn),11,-3,-2,0,0,-3,-2.2,0,7
O=c1cccc2n1CC1CC2CN(CC(O)CN2CC3CC(C2)c2cccc(=O)n2C3)C1 (stereo not drawn),4,-2,48,0,5,1,-1.7,4,6
COC(=O)C1=C(c2c(C)noc2C)C[C@@H]2CC[C@H]1N2C(=O)NCCCOC(C)C,10,1,-4,4,-1,-17,0.9,1,0
CCN(CC)C(=O)c1ccc(NC(=O)c2cc(S(=O)(=O)N3CCCCCC3)ccc2OC)cc1,23,1,13,-10,-1,-6,-0.6,5,20
CCc1cc(=O)[nH]c(SCCCF)n1,3,0,6,15,0,-3,-1.1,-1,15
COc1ccc(-c2nn(CCC#N)cc2C(=O)NCc2ccccc2)cc1[N+](=O)[O-],0,0,-2,4,13,-12,-1.0,11,-9
COC(=O)C1=C(c2c(C)noc2C)C[C@@H]2CC[C@H]1N2C(=O)N1CCC(C)CC1,-14,0,-6,8,-1,-4,1.2,-9,-3
CCCCn1c(C)c(C(=O)OCC)c2c(CN3CCCC3)c(O)ccc21,31,-2,20,-42,-4,12,2.0,20,2
Cc1ccc(CN2CC3CC(C2)c2cccc(=O)n2C3)cc1 (stereo not drawn),5,2,1,-4,7,-5,-1.1,9,4
C=CCn1c(O)c(/C=N/N2CCCCC2)c(=O)[nH]c1=O,17,-1,4,6,-1,3,-0.3,-9,-7
Cc1cc(/C=C2\C(=O)NC(=O)N(c3ccccc3)C2=O)c(C)n1-c1ccc(C(=O)O)c(Cl)c1,6,-2,28,-6,-8,3,-0.9,9,-9
CC(O)(CS(=O)(=O)c1ccccc1)C(=O)Nc1ccc(C(F)(F)F)cc1 (stereo not drawn),15,-2,32,5,7,-27,-2.5,-17,4
COC/C=C1\CN2C3C[C@@H]1[C@H]1COC4=Nc5cc(OC)c(OC)c(OC)c5[C@@]43C[C@@H]12,9,0,1,-3,0,3,2.9,0,0
CCCCn1c(O)c(C(CC)=NCc2cccnc2)c(=O)[nH]c1=O,28,-1,3,15,4,-3,-1.8,-11,14
O=C1NC(=O)C2(Cc3ccccc3N3CCOCC32)C(=O)N1c1ccccc1 (stereo not drawn),30,0,3,7,-5,7,-1.4,-12,-6
N#CC(C#N)=Cc1ccc(N2CCCC2)cc1,11,-2,-10,-9,12,-7,0.3,12,-11
C[n+]1ccc(-c2ccncc2)cc1,5,-3,2,-2,1,-2,1.7,11,1
Oc1ccccc1-[n+]1c(-c2ccccc2)cc(-c2ccccc2)cc1-c1ccccc1,42,2,24,-15,-12,-8,-0.2,7,20
O=c1[nH]c(=O)n(-c2ccc(F)cc2)c(O)c1C=Nc1ccccc1N1CCCC1,6,-3,-5,-17,1,-2,1.7,6,-12
O=C(Cc1ccccc1)N1CCN(Cc2ccc(Cl)cc2)CC1,/,/,24,/,5,14,/,-1,/

# Random excerpt: five records from the list.
SMILES,Mdm2-MdmX inh,UPR XBP1 act,Gli-Sufu antag,697 NFkB inh,CXCR6 block,EBI2 antag,UPR CHOP act,CCR6 antag,Jurkat NFkB inh
CCCCn1c(O)c(C(CC)=NCc2cccnc2)c(=O)[nH]c1=O,28,-1,3,15,4,-3,-1.8,-11,14
COC/C=C1\CN2C3C[C@@H]1[C@H]1COC4=Nc5cc(OC)c(OC)c(OC)c5[C@@]43C[C@@H]12,9,0,1,-3,0,3,2.9,0,0
C=C(C)[C@H]1CN[C@H](C(=O)O)[C@H]1CC(=O)O,-46,-5,1,-18,3,-2,0.3,-3,5
CC/C(=N\Nc1ccccc1)c1c(O)n(-c2ccccc2)c(=O)[nH]c1=O,-5,2,4,-6,-8,7,-0.5,-1,8
CCN(CC)C(=O)c1ccc(NC(=O)c2cc(S(=O)(=O)N3CCCCCC3)ccc2OC)cc1,23,1,13,-10,-1,-6,-0.6,5,20

# New compounds follow
SMILES,Mdm2-MdmX inh,UPR XBP1 act,Gli-Sufu antag,697 NFkB inh,CXCR6 block,EBI2 antag,UPR CHOP act,CCR6 antag,Jurkat NFkB inh
CC[C@H]1CN(C)CCc2c([nH]c3ccccc23)C(=O)C[C@@H]1/C(=C\OC)C(=O)OC,2,-1,-33,8,4,-8,1.0,9,-11
CCCC12CN3CN(C1)CC(CCC)(C3)C2O (stereo not drawn),-1,-1,-1,-8,1,-6,-0.1,-19,-3
O=c1c2ccccc2nc(/C=C/c2ccccc2F)n1-c1ccccc1O,49,-7,-1,14,1,1,1.8,10,7
COc1ccccc1N1CCN(Cc2ccc3c(c2)OCO3)CC1,-34,-2,2,-3,6,-19,0.6,9,7
CCC(C)C12CN3CCN(CC(C)(C3)C1=O)C2 (stereo not drawn),-7,1,0,-14,4,-15,0.1,-3,-10
CC1(C)CC(=O)C(C2(O)C(=O)NC(=O)NC2=O)=C(O)C1,12,-3,9,-1,-9,-6,-2.6,-15,6
CCCCn1c(O)c(/C=C/C=Nc2ccccc2)c(=O)[nH]c1=O,-8,1,-1,-33,3,0,4.1,26,-4
COC(=O)CC(NC(=S)N1CC2C[C@@H](C1)Cn1c2cccc1=O)C(=O)OC (stereo partly drawn),-18,3,8,17,9,-11,0.9,-2,-1
CCOC(=O)c1c(N)n(CCN2CCCCC2)c2nc3ccccc3nc12,-1,-4,1,-2,3,0,-3.5,4,7
COc1ccc(C(=O)CC2(CC(=O)c3ccc(OC)cc3)C(=O)N(C)C(=O)N(C)C2=O)cc1,1,0,4,14,-4,-12,-0.3,-1,12
O=C(O)[C@@H]1C[C@H]1[C@@H](NP(=O)(c1ccccc1)c1ccccc1)c1ccccc1,-10,1,3,14,4,-1,-0.2,1,15
COC(=O)C1=C(c2cccc(C#N)c2)C[C@@H]2CC[C@H]1N2C(=O)NCc1ccc(F)cc1,2,-3,-1,7,1,6,0.0,5,10
Fc1ccc(C2=CCN(C(c3ccc(Cl)cc3)c3nnnn3Cc3ccccc3)CC2)cc1 (stereo not drawn),21,-1,28,6,9,28,-1.7,2,2
O=C1OC(c2ccc(Cl)cc2)=N/C1=C\N1CC2CC(C1)c1cccc(=O)n1C2 (stereo not drawn),4,-1,-1,9,3,-7,1.5,13,-6
COc1ccc(/C=C2/C(=O)NC(=S)N(C3CC3)C2=O)cc1CN1C(=O)c2ccccc2C1=O,/,/,5,/,-6,1,/,2,/
COc1ccc(CCn2c(O)c(C=NCc3cccnc3)c(=O)[nH]c2=O)cc1OC,19,1,5,4,5,-6,-2.1,13,5
